All columns: NCI-60 one-dose screen, growth in % after 48 h at 10 µM unless noted; 100 = growth as untreated, 0 = no growth, -100 = all killed.
SNB-75: SNB-75 CNS cancer. hit rate 5% among 79,000. AID 1794750
SF-539: SF-539 CNS cancer | hit rate 6.8% among 81,000 | AID 1794752
SF-268: SF-268 CNS cancer cells; hit rate 3.1% among 82,000; AID 1794759
SNB-19: SNB-19 CNS cancer cells | hit rate 2.5% among 81,000
HCC-2998: HCC-2998 colon cancer. hit rate 4.7% among 79,000. AID 1794799
U251: U251 CNS tumor cells. AID 1794753. hit rate 5.4% among 80,000
HCT-116: HCT-116 colon cancer | AID 1794798 | hit rate 7.3% among 82,000
SF-295: SF-295 CNS cancer cells. AID 1794758. hit rate 5.6% among 79,000
KM12: KM12 colon cancer cells. hit rate 5% among 82,000. AID 1794800
* hit, by the source's call; · = no result given; & = joins results of further samples. The calls were made as follows: active = growth percent below 10; inactive = the rest.

SMILES	SNB-75	SF-539	SF-268	SNB-19	HCC-2998	U251	HCT-116	SF-295	KM12
CCOC(C)C(Nc1ccc(C(=O)O)cc1)C(=O)Nc1ccc(C(=O)O)cc1 (centres undefined)	104	·	93	120	93	90	98	103	102
C=CCc1ccc(Oc2ccc([N+](=O)[O-])cc2[N+](=O)[O-])c(OC)c1	69	102	82	101	90	94	91	100	84
Cc1cc(OCC(=O)Nc2ccccc2)nc2[nH]c(=O)sc12	71	101	103	102	114	·	100	103	100
COc1ccc(CCN(CCC#N)C(=O)C(Cl)Cl)cc1	110	109	107	106	105	101	118	105	101
N/C(=N\O)c1cn(C2OC(CO)C(O)C2O)c2ncnc(N)c12 (centres undefined)	-7.1*	1.2*	9.3*	16	-23*	11	9.8*	-17*	-24*
O=c1[nH]c(=O)c2[nH]c(=S)[nH]c2[nH]1	93	97	103	105	·	110	·	83	111
COC(=O)[C@]12CC[C@@H](C)[C@H](C)[C@@H]1C1=CC(=O)[C@@H]3[C@@]4(C)C[C@@H](OC(C)=O)[C@H](OC(C)=O)[C@@](C)(COC(C)=O)[C@@H]4C(=O)C[C@@]3(C)[C@]1(C)CC2	56	72	74	57	69	41	23	52	45
O=C(CCCCCCCCC(=O)N/N=C/c1cccc2ccccc12)N/N=C/c1cccc2ccccc12	95	96	87	113	104	93	96	·	100
CCCCCCCCO/N=C\c1c2c(O)c3c(O)c(C)c4c(c3c1O)C(=O)C(C)(O/C=C\C(OC)C(C)C(OC(C)=O)C(C)C(O)C(C)C(O)C(C)/C=C\C=C(\C)C(=O)N2)O4 (centres undefined)	36	43	43	29	15	14	12	4.4*	17
O=C(CSc1nnc2n1N=C(c1ccc(-c3ccccc3)cc1)CS2)c1ccc(-c2ccccc2)cc1	98	103	104	101	105	103	94	97	114
COc1ccc(-n2c(SCC(=O)Nc3ccc(S(=O)(=O)Nc4cc(C)on4)cc3)nc3ccccc3c2=O)cc1	83	93	98	97	96	99	85	99	95
COc1ccc(/C=C/C(=O)c2ccc(NC(=O)CSc3nnc(-c4ccc(OC)cc4)n3-c3ccccc3)cc2)cc1	92	100	101	94	104	87	4.3*	·	102
N#C/C(=C\NC(=S)Nc1ccc(S(=O)(=O)Nc2nccs2)cc1)C(=O)c1ccc2ccccc2c1	80	94	97	109	109	92	95	107	96
COc1cccc(Nc2nc(SC)nc(-c3cccc(N)c3)c2C#N)c1	60	92	95	95	110	·	99	96	99
O=C(COc1ccccc1)NCCO	97	91	110	·	101	100	99	90	111
Cc1nn(-c2ccccc2)c2ncn(CC(=O)N/N=C/c3c[nH]c4ccccc34)c(=O)c12	79	85	74	91	114	84	82	89	92
COc1ccncc1C(=O)Nc1ccc(-n2cnc3ccccc32)cc1	107	93	88	97	95	91	99	93	82
COc1cccc2nc(Nc3ccc(NC(=O)c4ccc5ncccc5c4)cc3)ccc12	81	48	83	90	96	62	85	6.4*	66
COCCCNC1=C(Cl)C(=O)c2ccccc2C1=O	78	110	90	94	105	98	89	107	99
OCCn1cccn1	109	98	100	113	97	101	110	108	102
COc1ccc(/C=N/NC(=O)c2c(Nc3ccccc3)nn(C)c2N)cc1OC	84	99	101	100	105	98	99	103	104
CC(=O)OC1CC2CCC1(c1ccccc1)C2 (centres undefined)	92	102	103	114	95	102	111	·	98
CCCCCCCCCCCCCCCC(=O)OCC1OC(n2cnc3c(=S)nc(N)[nH]c32)C(OC(=O)CCCCCCCCCCCCCCC)C1OC(=O)CCCCCCCCCCCCCCC (centres undefined)	78	80	67	·	54	84	33	21	71
Clc1ccc2c(N3CCCC3)ccnc2c1	75	90	93	95	·	90	71	57	76
COc1ccc(-c2nc(C#N)c(N3CCC(S(=O)(=O)N4CCOCC4)CC3)o2)cc1	103	98	94	97	107	104	110	102	97
COC1=C(NCc2ccccc2)C(=O)C(OC)=C(NCc2ccccc2)C1=O	109	100	96	107	104	109	98	118	100
Cc1ccc2nc(SCC(=O)Nc3ccc(-c4nc5ccccc5s4)c(Cl)c3)[nH]c2c1	95	109	105	102	·	105	101	106	115
NC(=O)c1ccc[n+]([O-])c1	115	102	111	114	101	98	92	99	112
NC(=O)N1CC2(CCCCC2)CC1=O	81	99	98	107	105	106	100	101	105
O=C1c2c(Cl)c(Cl)c(Cl)c(Cl)c2C(=O)N1c1nccs1	74	99	104	95	98	100	93	113	102
CC1([N+](=O)[O-])COCOC1	91	103	105	97	108	108	104	84	102
Cc1ccc(Cn2cc(CSc3nc4ccccc4s3)nn2)cc1	94	105	92	98	107	104	100	98	96
O=[N+]([O-])c1ccc(NC2CCCCC2)nc1	97&102	110&100	112&110	108&103	96&105	101&107	101&108	102&103	103&111
Cn1cc(C(=O)c2nc(-c3c[nH]c4ccccc34)no2)c2cc(Br)ccc21	87	101	101	106	99	111	98	106	96
O=C(N/N=C/c1ccc(N2CCOCC2)cc1)c1cnc2n(c1=O)CCCCC2	89	100	104	94	106	103	101	100	108
NC(=S)c1ccc(OCCCc2ccccc2)cc1	96	101	110	99	117	96	98	108	96
O=C1CCN=C2C=CC(F)=CN12	93	104	98	104	103	108	104	107	94
O=C(CSc1nnc(NC(=O)CCl)s1)Nc1ccc2oc(=O)ccc2c1	93	96	79	87	99	87	99	106	100
CCOCC[P+](c1ccccc1)(c1ccccc1)c1ccccc1	47	56	62	48	32	38	38	39	26
COC(=O)c1nc(-c2ccccc2)oc1S(=O)(=O)N1CCN(c2ccc(OC)cc2)CC1	101	94	94	98	104	91	61	103	86
CCNc1nnc(COc2ccc(CNC(=O)CCCC/C=C/C(C)C)cc2OC)o1	86	104	97	104	103	98	87	97	98
COc1ccc(-c2nc(/N=C/c3ccc(O)cc3)n[nH]2)cc1	91	100	94	97	111	86	92	97	86
CC(=O)Nc1nc2c(s1)CCCc1ccn(S(=O)(=O)c3ccccc3)c1-2	82	94	86	94	104	79	100	86	105
Cc1ccc(S(=O)(=O)Nc2ccc(Cl)c(Cl)c2)cc1	100	107	100	99	92	91	94	·	89
CCCCCCCCCCCCOC1CCN(Cc2ccc(OC)c(OC)c2)c2ccc(OC)cc21 (centres undefined)	97	118	103	96	98	100	76	97	110
COc1cc2cc3c(=O)n4c(cc5cc(OC)ncc54)c(=O)n3c2cn1	94	106	102	105	106	104	100	88	105
CCN1CCN(CC(=O)Nc2ccc(-c3cn4c(n3)sc3cc(Oc5ccnc(C(=O)NC)c5)ccc34)cc2)CC1	83	65	87	99	117	65	1.5*	65	76
CC1=C(C)C(=O)C(Nc2ccc(C)c(C)c2)=C(Br)C1=O	73	99	98	97	96	102	35	93	100
CN(C)CCOC(=O)Nc1cc(Cl)cc(Cl)c1	89	115	102	102	100	·	95	·	102
O=C(CNc1ncco1)Nc1ccc(S(=O)(=O)c2ccc(NC(=O)CNc3ncco3)cc2)cc1	42	-15*	99	20	76	-92*	-81*	50	95
The listing continues.
SMILES	SNB-75	SF-539	SF-268	SNB-19	HCC-2998	U251	HCT-116	SF-295	KM12
CN1C(=O)C(Nc2ccc(C(=O)Nc3ccc(Cl)cc3)cc2)=C(c2ccccc2)C1=O	83	87	72	82	72	64	63	77	60
O=C1c2c(c3c4cccnc4[nH]c3c3ccc4ccccc4c23)C(=O)N1CCN1CCOCC1	68	56	59	56	82	52	58	51	·
O=C(Nc1ccc(Cl)cc1)OCCN(CCOC(=O)Nc1ccc(Cl)cc1)Cc1ccccc1	75	86	66	78	72	·	29	46	51
Cc1nc(-c2cccc(-c3nc4ccccc4n3Cc3ccc(Cl)cc3)c2)no1	89	104	87	98	116	88	68	95	97
O=C(O)COc1ccccc1[N+](=O)[O-]	98	95	104	103	103	108	99	111	104
O=C1CC(c2ccccc2)C(=O)N2C(=O)CC(c3ccccc3)C(=O)N12 (centres undefined)	84	101	101	101	104	103	102	109	109
CCOC(=O)NCc1ccco1	109	108	114	103	103	102	101	103	108
O=C(/C=C/Nc1ccccc1)c1cc2ccccc2oc1=O	94	96	97	99	109	99	97	106	101
CCCCOCCOCCOC(=O)c1cccc(C)c1	100	93	99	93	97	88	98	92	104
CC(C)N(Cc1ccc(CN(C(=O)CCl)C(C)C)cc1)C(=O)CCl	-61*	-84*	-51*	63	94	-41*	-67*	28	41

Sorted by molar mass (falling): 3 of the compounds above
SMILES	SNB-75	SF-539	SF-268	SNB-19	HCC-2998	U251	HCT-116	SF-295	KM12
CN1C(=O)C(Nc2ccc(C(=O)Nc3ccc(Cl)cc3)cc2)=C(c2ccccc2)C1=O	83	87	72	82	72	64	63	77	60
O=C(/C=C/Nc1ccccc1)c1cc2ccccc2oc1=O	94	96	97	99	109	99	97	106	101
CCOC(=O)NCc1ccco1	109	108	114	103	103	102	101	103	108

Continuation.
SMILES	SNB-75	SF-539	SF-268	SNB-19	HCC-2998	U251	HCT-116	SF-295	KM12
Nc1ccc(-c2nnc3n2N=CC(c2cc(=O)oc4ccccc24)S3)cc1 (centres undefined)	84	93	101	102	105	107	91	102	98
COC(=O)c1ccc(-c2c(-c3ccccc3)c(F)c3oc(C(=O)OC)c(N)c3c2-c2ccccc2)cc1	96	90	92	80	98	82	84	90	96
O=C1CCN(c2ccc3ccccc3c2)C(=S)N1	82	91	98	96	124	97	107	104	104
COc1cccc(C(=O)N(c2ccc(F)cc2F)C(C(=O)NC(C)(C)C)c2cc3c(C)cc(C)cc3nc2Cl)c1 (centres undefined)	94	96	76	81	89	65	38	69	81
O=C(Nc1cccc2ncccc12)c1sc2ccccc2c1Cl	95	88	96	93	90	97	91	95	89
CC(=O)N(C(C)=O)c1ccc(N=Nc2ccccc2C)cc1C	56&68	78&88	77&52	93&92	95&103	93&94	93&94	79&88	90&82
C=CCNC(=S)/N=C/C(C(=O)Nc1ccccc1C)=C(\C)O	90	113	99	107	130	100	106	107	106
CCN(CC)CCOC(=O)c1ccc(NC(=O)OCC(C)OC(=O)Nc2ccc(C(=O)OCCN(CC)CC)cc2)cc1 (centres undefined)	100	102	100	107	97	102	87	102	102
Cc1c(/C=C2\Oc3ccccc3C2=O)c(=O)n(-c2ccccc2)n1C	58	96	104	95	113	97	98	106	113
COc1cc(NCCN(CC(C)C)C2CCCC2)c2ncccc2c1	89	98	86	98	87	94	63	94	86
Cc1c(C(=O)NNC(=O)c2ccc(Cl)cc2)nnn1-c1ccc(F)cc1	70	98	106	94	107	100	101	90	103
Cc1nc(-c2cccs2)ccc1NC(=O)Nc1ccc(Cl)cc1	89	98	101	102	116	91	100	98	98
NC1CCN(Cc2ccccc2)CC1	94	101	104	113	·	102	108	112	109
CCOC(=O)c1c(NC(=O)c2ccc(C(F)(F)F)cc2)sc2c3c(ccc12)OCN(C)C3	70	-73*	64	27	-14*	-73*	-76*	66	12
CC(C)(C)c1ccc(O)c(CNC2CCCCC2)c1	83&86	96&114	97&114	91&89	104&53	88&98	88&87	104	92&105
CC(C)(C)OC(=O)N1C/C(=C\c2ccoc2)C(=O)/C(=C/c2ccoc2)C1	77	106	90	97	99	88	22	103	89
Cc1nc2ccccc2n1C(=O)CC1C(=O)NC(=S)NC1=O	77	99	100	97	104	·	98	97	101
CCCCCCCCc1cc[n+](CC(=O)c2ccc(Br)cc2)cc1	50	·	53	35	-67*	-85*	-43*	34	-57*
N#Cc1c(-c2cccs2)cc(-c2cnccn2)nc1SCC(=O)N/N=C/c1ccncc1	99	98	106	101	109	105	101	99	100
Cc1ccc(S(=O)(=O)NC(=O)Nc2nc3ccc(C)cc3s2)cc1	100	104	101	96	102	103	95	103	108
COc1cc(C2CC(c3cc(OC)c(OC)c(OC)c3)=NN2C(C)=O)ccc1Oc1ccnc2cc(Cl)ccc12 (centres undefined)	78	104	85	80	90	80	88	80	103
CN(C)C(=O)OCc1nc2c(N3CCOCC3)nc(Cl)nc2n1C	78	101	100	98	107	107	104	105	109
CCN(CC)CCn1cnc2c1c(=O)n(C)c(=O)n2C	99	107	104	98	99	95	103	103	106
COc1ccc(C(=O)C2CC2)cc1	90	104	103	104	101	106	105	123	108
Cc1cc(C)c(Br)c(C)c1Br	98	100	102	99	105	102	107	97	99
O=C1C=C(C(O)c2cc(Cl)ccc2O)C(=O)c2ccccc21 (centres undefined)	87	102	109	111	122	99	98	·	101
CC(=O)Oc1ccccc1C(=O)N=C1[Se]CCN1C(=O)c1ccccc1OC(C)=O	-65*	-79*	-77*	-49*	-4.0*	-64*	-44*	-68*	-13*
O=C(Cn1c(-c2ccccc2)nc2ccccc21)N=Nc1c(O)[nH]c2ccc(Cl)cc12	-49*	-47*	7.2*	-4.6*	20	13	-24*	-40*	32
COc1ccc(-c2cc(-c3cc(OC)ccc3OC)nc(SCC(C)=O)c2C#N)cc1	43	65	66	76	84	74	74	58	60

Grouped by structure, those above containing two or more sulfur atoms (nine)
SMILES	SNB-75	SF-539	SF-268	SNB-19	HCC-2998	U251	HCT-116	SF-295	KM12
O=C(CSc1nnc2n1N=C(c1ccc(-c3ccccc3)cc1)CS2)c1ccc(-c2ccccc2)cc1	98	103	104	101	105	103	94	97	114
COc1ccc(-n2c(SCC(=O)Nc3ccc(S(=O)(=O)Nc4cc(C)on4)cc3)nc3ccccc3c2=O)cc1	83	93	98	97	96	99	85	99	95
N#C/C(=C\NC(=S)Nc1ccc(S(=O)(=O)Nc2nccs2)cc1)C(=O)c1ccc2ccccc2c1	80	94	97	109	109	92	95	107	96
Cc1ccc2nc(SCC(=O)Nc3ccc(-c4nc5ccccc5s4)c(Cl)c3)[nH]c2c1	95	109	105	102	·	105	101	106	115
Cc1ccc(Cn2cc(CSc3nc4ccccc4s3)nn2)cc1	94	105	92	98	107	104	100	98	96
O=C(CSc1nnc(NC(=O)CCl)s1)Nc1ccc2oc(=O)ccc2c1	93	96	79	87	99	87	99	106	100
CC(=O)Nc1nc2c(s1)CCCc1ccn(S(=O)(=O)c3ccccc3)c1-2	82	94	86	94	104	79	100	86	105
N#Cc1c(-c2cccs2)cc(-c2cnccn2)nc1SCC(=O)N/N=C/c1ccncc1	99	98	106	101	109	105	101	99	100
Cc1ccc(S(=O)(=O)NC(=O)Nc2nc3ccc(C)cc3s2)cc1	100	104	101	96	102	103	95	103	108

High-throughput results as filed in PubChem.
